# High-throughput results: PubChem, National Center for Advancing Translational Sciences (NCATS)
# Pf growth 96h = P. falciparum growth inhibition at 96 hour, primary screen for plastid delayed-death inhibitors; P. falciparum luciferase reporter growth, 96 h; Potency, µM (highest dose often 28.7 µM), for inactives: top-dose activity change, negative = inhibition, usual class: inhibitors; 320,000 tested, 6.9% active; further: potency means the concentration at half of the fitted maximal effect; on the % scale 0 is the no-effect control and ±100 the full control effect
#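 Plates of compound plus infected erythrocytes (2% hematocrit, 0.05% parasitemia final) incubate 96 hours, 37 C, 5% CO2. Detection reagent added; reduced luminescence from the parasites' luciferase reporter flags inhibition.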
# CHX counter = counter-screen for Shiga toxin inhibitors: cycloheximide protein synthesis inhibition | 300,000 tested, 12% active | max response, % | AID 2314 | cell reporter, cycloheximide protein synthesis inhibition counterscreen; in the data active means max response mostly above about 13%, no sharp cut-off; inactive means mostly below about 14%; further: read at 38.3 µM for the half of the compounds with a filed dose; 0% is about no effect
# Sm TGR block = blocks Schistosoma mansoni thioredoxin glutathione reductase. purified TGR, DTNB reduction, TNB absorbance 405 nm. Potency, µM (highest dose often 114 µM), for the others: top-dose activity change, negative = inhibition, actives largely listed as inhibitors. 360,000 tested, 3% active. AID 485364; further: potency means the concentration at half of the fitted maximal effect; on the % scale 0 is the no-effect control and ±100 the full control effect; nearly all actives have a fitted effect of over 60% in size
#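 TGR 20 nM + NADPH 100 uM (dispensed conc.), cpd preinc 15 min RT; start with NADPH (500 uM addition) then DTNB (15 mM addition). Kinetic TNB absorbance, 405 nm filter. Four-parameter Hill fit across titration.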
# Giardia FBPA inh = blocks Giardia fructose-bisphosphate aldolase activity; Potency, µM (highest dose often 59.6 µM), for inactives: at the top dose activity, negative = inhibition, most hits filed as inhibitors; purified Giardia FBPA; 290,000 tested, 0.71% active; further: potency means the concentration at half of the fitted maximal effect; on the % scale 0 is the no-effect control and ±100 the full control effect; nearly all actives have a fitted effect of over 55% in size
# Target sequence (A8B2U2 whole entry, looked up): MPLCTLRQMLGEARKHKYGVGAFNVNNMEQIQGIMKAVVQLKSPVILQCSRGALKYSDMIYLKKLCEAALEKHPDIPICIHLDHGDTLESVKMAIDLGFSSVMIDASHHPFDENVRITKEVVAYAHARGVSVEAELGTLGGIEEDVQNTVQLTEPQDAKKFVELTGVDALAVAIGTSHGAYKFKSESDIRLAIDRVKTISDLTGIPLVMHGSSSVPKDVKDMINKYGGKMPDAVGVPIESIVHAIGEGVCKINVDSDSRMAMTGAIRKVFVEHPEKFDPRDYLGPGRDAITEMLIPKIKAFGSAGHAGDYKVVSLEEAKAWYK
#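 40 nM FBPA preincubated 10 min at RT with compound (up to 57.5 uM final), then substrate plus GAPDH/TPI/NAD/arsenate coupling and diaphorase/resazurin added. Fluorescence read after 20 min at RT, 525/598 nm.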
# Pf growth 48h = inhibits P. falciparum growth in the first generation, 48 h | P. falciparum luciferase growth in erythrocytes, 48 h | Potency, µM (titrated, usually from 28.7 µM), for inactives: top-dose activity change, negative = inhibition, hits mostly inhibitors | 310,000 tested, 5.9% active | AID 504832; further: potency means the concentration at half of the fitted maximal effect; on the % scale 0 is the no-effect control and ±100 the full control effect
#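 Luciferase-expressing P. falciparum in infected erythrocytes (2% hematocrit, 0.1% parasitemia final) in RPMI 1640/0.5% Albumax were exposed to compound for 48 hours at 37 C, 5% CO2; growth read as luminescence.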
# Shiga inhibitor = blocks Shiga toxin action in Vero cells; 290,000 tested, 9.2% active; Vero cells, Shiga toxin protein synthesis inhibition reporter; inhibition, % at 38.7 µM; in the data active means inhibition mostly above about 28%, no sharp cut-off; inactive means mostly below about 43%; further: 0% is about no effect
# Active calls of the source: *; ? = inconclusive; · = not tested or not shown; & = joins results of further samples; [ ] = remark or other dose. Unless noted, the call rests on the fitted dose curve; in most records, active means well fitted curve in the direction sought with a large enough effect; inconclusive means small, poorly fitted or top-dose-only effect, or another doubt; inactive means no such curve, though single readings can be large; an effect the other way counts as inactive or inconclusive.
smiles | Pf growth 96h | Pf growth 48h | Shiga inhibitor | Sm TGR block | CHX counter | Giardia FBPA inh
C=CCn1c(-c2ccccc2)c[nH]c1=S | ? | 82%[activator] | 78* | 1% | 50* | -19%
O=C(NCCC(=O)N1CCN(S(=O)(=O)c2ccccc2)CC1)c1ccc(Br)cc1 | ? | 2% | · | 6% | · | ·
CCOC(=O)C/C(C)=N/NC(=O)COc1ccccc1C | -17% | 6% | -16 | -16% | 2 | -1%
COc1ccc(-c2csc(N(C)C(=O)c3ccco3)n2)cc1 | -6% | 98%[activator] | · | 10% | 37* | 19%
CCSc1nnc(NC(=O)c2c(-c3ccccc3Cl)noc2C)s1 | 5.9µM* | · | 71 | 14%[11.4 µM] | 5 | 25%
Cc1nc(NC(=O)c2ccccc2O)sc1C | 24% | · | 41 | 5% | 18* | -20%
Oc1cccc(Nc2nc(O)c(/C=C3\C=Nc4ccccc43)s2)c1 | -16% | 30%[activator] | 94* | -1% | 52* | -13%
Cc1ccc(C(=O)N2CCN(C(=O)CN3CCCC3)C2)cc1 | · | · | -2 | -17% | -5 | 2%
C/C(=C\C(=O)O)C12CC3CC(CC(C3)C1)C2 | · | 0% | -11 | -20% | -2 | 0%
CCN(CC)c1ccc(NC(=O)COc2ccc(C)cc2)cc1 | · | · | -2 | 0% | -2 | -3%
COc1ccc(C(=O)n2nnc3ccccc32)cc1OC | 7% | 5% | -14 | 6.3µM* | -6 | -14%
Cc1cc(C(=O)CN2C(=O)NC(C)(c3ccccc3)C2=O)c(C)n1CC1CCCO1 (configuration not stated) | 143%[activator] | -7% | -7 | -9% | -3 | -2%
CNC(=O)COC(=O)c1ccc(-c2nc3ccccc3s2)s1 | 119%[activator] | · | 53* | -16% | 29* | 0%
CCCCN(CC)CCNc1c(NC2CCN(C(=O)OCC)CC2)c(=O)c1=O | -48% | · | -11 | 3% | -5 | -3%
Cc1ccc(NC(=O)CN2CCCN(S(=O)(=O)c3ccc(Br)s3)CC2)cc1 | · | -14% | -14 | ? | 16 | -11%
COC(=O)c1cccc(NC(=O)CCc2cc(OC)c(OC)c(OC)c2)c1 | -8% | 10% | -1 | -7% | 1 | 4%
COc1ccc(NC(=S)N(CCCN2CCOCC2)Cc2ccccn2)cc1 | ? | 7% | 13 | 3% | -2 | -23%
CC(NC(=O)/C(C#N)=C/c1cn[nH]c1-c1ccccc1)c1ccccc1 (configuration not stated) | ? | -20% | 14 | 8% | 22 | -2%
Cc1ccc(NC(=O)CSc2nnc(CCNC(=O)OC(C)(C)C)o2)c(C)c1 | · | 7% | 18 | 6% | -1 | 4%
Cc1cccc(N2CCN(C(=O)CN3CCOc4ccccc43)CC2C)c1 (configuration not stated) | ? | · | -27 | -21% | -9 | -13%
O=c1c(C(c2ccc(Br)cc2)c2c(O)nc3n(c2=O)CCS3)c(O)nc2n1CCS2 | 33%[activator] | 6% | -3 | ? | -2 | 3%
COC(=O)CN1C(=O)[C@@H]2[C@H](C1=O)[C@@H]1CC(C(=O)OC)=C[C@@H](C(=O)OC)C3C1=C(C(=O)C31CCCCC1)[C@@H]2C (some centres not stated) | · | · | -6 | · | 4 | 3%
CC(=O)Nc1nonc1-c1nc2ccccc2n1CC1CC1 | -11% | 19% | -16 | 10% | -3 | -3%
CCC(C)N(C(=O)COC(=O)CNC(=O)c1sc2ccccc2c1Cl)C1CCS(=O)(=O)C1 (configuration not stated) | -28% | -5% | 70 | -7% | 46* | -1%
Cc1cccc(C(=O)NCc2nnc(SCC(=O)Nc3nnc(C)s3)n2C)c1 | 3% | 22% | 25 | -3% | -2 | -19%
COc1cccc(NC(=O)CCC2CCN(C(=O)c3cccc(NC(C)=O)c3)CC2)c1 | 23% | -29% | -7 | 3% | -2 | 2%
CCOc1ccccc1NC(=O)CCCn1cc([N+](=O)[O-])cn1 | 3.3µM* | 11% | 3 | 1% | 9 | -6%
CCC1(c2ccc(F)cc2)NC(=O)N(CC(=O)Nc2ccccc2C)C1=O (configuration not stated) | -13% | 3% | -5 | 4% | -3 | ·
COC(=O)C1=C[C@@H](C(=O)OC)C2C3=C(C(=O)[C@]2(C)NC(=O)c2ccccc2)[C@H](C)n2c(=O)n(C)c(=O)n2[C@@H]3C1 (some centres not stated) | · | · | -4 | · | -3 | 3%
CC(C)=CCCC1=CCC(/C(C)=N/NC(N)=O)CC1 (configuration not stated) | 0% | 5% | 5 | 6% | -1 | -1%
Cc1cc(C)cc(OCC(=O)OCCN2C(=O)c3ccccc3C2=O)c1 | -9% | · | 2 | 5% | -6 | -4%
CCOc1cc(NC(=O)c2ccccc2OC)c(OCC)cc1NC(=O)c1ccccc1 | ? | 70%[activator] | 15 | -19% | -1 | 1%
CC1CC(C)CN(C(=O)CNC(=O)c2sc3ccccc3c2Cl)C1 (configuration not stated) | -83% | ? | · | -21% | · | ·
CC(C)OP(=O)(c1ccc(N(C)C)cc1)C(O)c1ccncc1 (configuration not stated) | · | ? | 2 | -4% | 1 | 1%
O=C(CSc1nnnn1-c1ccccc1)Nc1ncc2c(n1)CC(c1ccco1)CC2=O (configuration not stated) | ? | 25% | 13 | 0% | 8 | -8%
COc1ccc(/C=N/NC(=O)c2cc3c(ccc4ccccc43)o2)c(OC)c1 | -9% | -13% | 10 | -2% | 0 | 2%
COc1cccc(C2/C(=C(\O)c3c(C)nc4c(C)cccn34)C(=O)C(=O)N2CCCN(C)C)c1 (configuration not stated) | ? | 17% | -9 | ? | 10 | -2%
CCOC(=O)c1c(NC(=S)NC)sc2c1CCCC2 | 8.3µM* | 9.3µM* | -5 | -7% | 20 | 3%
Cc1[nH]c2ccccc2c1C(C[N+](=O)[O-])c1ccco1 (configuration not stated) | -17% | 3% | 12 | 22µM* | -4 | ?
CCCN1C2CCCC1CC(NC(=O)c1ccccc1OCC)C2 (configuration not stated) | -6% | ? | 7 | -18% | -3 | -11%
CC1(C)OC(=O)C(=CNC(CCC(N)=O)C(=O)O)C(=O)O1 (configuration not stated) | 11% | -9% | -15 | -6% | 2 | 0%
O=c1[nH]c2ccccc2nc1C(F)(F)F | 2% | 35%[activator] | 11 | 11% | 1 | 6%
CCN(CC(=O)Nc1ccc(S(=O)(=O)N2CCOCC2)cc1)Cc1ccccc1 | ? | ? | · | 0% | · | ·
O=C(O)Cc1ccc(C(=O)c2ccccc2F)s1 | 61%[activator] | · | -10 | -4% | 8 | 12%
COc1ccccc1C(=O)Nc1ccc(OCC(=O)N2CC(C)CC(C)C2)cc1 (configuration not stated) | ? | -5% | · | 4% | · | ·
CCOc1ccc(CNC(=S)N/N=C/c2ccc(OC)c(OC)c2)cc1 | 8% | 15% | -9 | -5% | -4 | 5%
O=C(Nc1cccnc1Cl)c1cc(-c2cccc(Cl)c2)on1 | 213%[activator] | 23% | -2 | 0%&0% | -5 | 6%
Cc1ccc(-n2c(C)nn(CCOc3ccccc3)c2=O)cc1 | 333%[activator] | 142%[activator] | 67* | 2% | 35* | 2%
c1cncc(CSc2ccc(-c3cccs3)nn2)c1 | ? | 206%[activator] | 44* | 0% | 26* | -2%
COCCn1c(=NC(=O)c2ccc(S(=O)(=O)N3CCCc4ccccc43)cc2)sc2cc(S(C)(=O)=O)ccc21 | 1µM* | 3.3µM* | -8 | 1% | -3 | -2%
CC(SC(=S)N(C)Cc1cccs1)C(=O)O (configuration not stated) | -10% | -7% | -1 | -8% | -1 | 26%
CCOC(=O)N1CCN(CCC(=O)Nc2ccc(OC(F)(F)F)cc2)CC1 | 2% | ? | -11 | 0% | -3 | 5%
O=S(=O)(NC(=NCc1ccccc1)c1ccc(F)cc1)c1ccc(Cl)cc1 | -9% | -29% | 16 | · | -3 | -1%
CCOC(=O)Cn1c(=O)c2c(nc3n2CCS3)n(C)c1=O | · | -9% | -5 | -17% | -2 | 0%
O=C(Nc1cccc(-c2nc3cccnc3s2)c1)C1c2ccccc2Oc2ccccc21 | -20% | -17% | 30 | -2% | -2 | 1%
Cc1ccc(C(=O)N2CCN(C(=O)CN3CCOCC3)C2)cc1 | 3% | 21% | -3 | ? | -1 | 7%
CN(C)C=NC(=O)c1cc(C(=O)c2ccc(Cl)cc2Cl)c[nH]1 | 4% | 27% | 28 | 8% | 16 | 10%
CCc1nnc(NC(=O)c2ccc(Br)c(S(=O)(=O)N3CCOCC3)c2)s1 | 3% | -6% | -3 | -5% | 1 | -10%
COc1ccc(S(=O)(=O)N2CCC(C(=O)Oc3c(OC)cccc3OC)CC2)cc1OC | ? | ? | 5 | 3% | -5 | -5%
COc1ccc(/C=C2/C(=O)C(C)(C(C)C)CCC2C)cc1 (configuration not stated) | -4% | -1% | -3 | 0% | -4 | 19%

# The list goes on:
smiles | Pf growth 96h | Pf growth 48h | Shiga inhibitor | Sm TGR block | CHX counter | Giardia FBPA inh
Cc1[nH]n(C(N)=S)c(=O)c1N=Nc1ccc(Br)cc1 | 21% | 2% | 42* | -5% | 27* | 20%
CCOc1ccc(Nc2nc(Cc3nnc(SCC(=O)c4ccc(C)cc4)o3)cs2)cc1 | ? | · | -9 | -20% | -3 | 2%
Cc1nc2sc(C(c3ccc(Cl)cc3)N3CCOCC3)c(O)n2n1 (configuration not stated) | 106%[activator] | ? | -4 | 12% | -3 | 6%
CCS(=O)(=O)N1CCC(C(=O)NCc2ccc3c(c2)OCO3)CC1 | 26% | 15% | -3 | -9% | 2 | 0%
CC1C2CC(C(S(=O)(=O)N3CCOCC3)C2=O)C1(C)C (configuration not stated) | 0% | 54%[activator] | -1 | -32% | -2 | 10%
COC(=O)CC(=O)c1ccc2c(c1)OCO2 | · | · | 22 | · | 14 | 2%
CCOC(=O)C1=C(C)Nc2ccccc2N=C1NC(=O)c1oc2ccccc2c1COC | -21% | ? | · | -10% | · | ·
OC1=C(O)c2nc3cc(C(F)(F)F)ccc3nc21 | -8% | ? | -1 | 0% | -1 | -18%
Cc1ccc(Cn2nnc3c(=O)[nH]c(C4CCN(S(=O)(=O)c5ccc(C)cc5)CC4)nc32)cc1 | -12% | · | -5 | -1% | -1 | -8%
CCOc1ccc(N=Cc2ccc3ccccc3c2)cc1 | 215%[activator] | 5% | -4 | 5% | 1 | 0%
CC(C)C(NC(=O)CN1C(=O)c2ccccc2S1(=O)=O)C(C)C | ? | · | -11 | -2% | 0 | -5%
CCn1c(C)c(C(C)=O)c(N2CCN(C(=O)c3ccco3)CC2)nc1=S | · | 6% | 5 | ? | -1 | -18%
C=CCn1c(SCC(=O)NCc2ccco2)nnc1C1CCCCC1 | 10% | ? | · | -21% | · | ·
Cc1cc(NC(=O)c2cccc(S(=O)(=O)N(C)C)c2)n(-c2ccccn2)n1 | 4.7µM* | · | -8 | 11% | -5 | -1%
Cc1nnc(SCc2cccs2)[nH]c1=O | · | -10% | -8 | 4% | 1 | -10%
CCOC(=O)c1c(C)n(C)c2ccc(O)c(CN(C)C)c12 | 19% | -7% | -11 | ? | 0 | -19%
CC(C)c1ccc2[nH]c(O)c(N=NC(=O)c3cccc(S(=O)(=O)N4CCCCC4)c3)c2c1 | 9.3µM* | ? | -1 | -6% | -4 | -5%
CC(OC(=O)c1ccccc1Br)C(=O)Nc1nc(-c2cccc([N+](=O)[O-])c2)cs1 (configuration not stated) | 57%[activator] | 19% | 5 | 0% | 6 | 5%
